# Assay outcomes as filed in PubChem BioAssay.
# Growth percent in the NCI-60 one-dose screen (48 h, 10 µM unless noted): 100 = growth as untreated, 0 = no growth, -100 = all killed.
# SNB-75: SNB-75 CNS cancer | 79,000 tested, 5% active | AID 1794750
# SNB-19: SNB-19 CNS cancer cells. 81,000 tested, 2.5% active. AID 1794751
# SF-268: SF-268 CNS cancer cells; 82,000 tested, 3.1% active; AID 1794759
# HCT-15: HCT-15 colon cancer; AID 1794746; 82,000 tested, 5.2% active
# SW-620: SW-620 colon cancer. AID 1794795. 82,000 tested, 5.2% active
# HCT-116: HCT-116 colon cancer. 82,000 tested, 7.3% active
# KM12: KM12 colon cancer cells; 82,000 tested, 5% active
# HT29: HT29 colon cancer | 81,000 tested, 7.4% active | AID 1794748
# HCC-2998: HCC-2998 colon cancer; 79,000 tested, 4.7% active; AID 1794799
# * marks the source's active call; other numbers are inactive results; · = not tested or not shown; & = joins results of further samples; [ ] = another dose, or the depositor's remark. Rule for the calls: active = growth percent below 10; inactive = the rest.
SMILES,SNB-75,SNB-19,SF-268,HCT-15,SW-620,HCT-116,KM12,HT29,HCC-2998
Cc1cc(C)c(S(=O)(=O)Nc2ccccc2)c(C)c1,103&75,109&106,98&104,102&94,105&104,105&103,80&106,100&76,106&107
Clc1ccc(N=Cc2ccccc2)cc1,88,102,98,114,103,95,102,114,110
CCCCCCCCCCCCCCNc1nc(CO)ncc1-c1ccc(C(F)(F)F)cc1,74,118,92,103,103,94,99,104,99
COC(=O)Cn1ccnc1[N+](=O)[O-],104,102,96,93,109,103,102,103,100
Cn1cc(C2=C(c3c[nH]c4ncccc34)C(=O)N(O)C2=O)c2ccccc21,74,95,87,96,87,87,96,102,96
CCSc1nnc(-c2c(C)nc3ccc(Cl)cn23)o1,98,99,103,70,101,92,85,104,108
COc1ccc(-c2ccc(-c3ccc(C(=N)N)nc3)s2)cc1Cl,80,-36*,-63*,-77*,-80*,-65*,-86*,2.5*,-44*
COc1ccc(OC)c(NC(=O)N2CCCC(C)C2)c1 (stereo not drawn),87,100,115,99,102,94,104,108,106
CCN(CC)CCNc1ccc([N+](=O)[O-])c2sc3ccccc3c(=O)c12,35,35,32,23,-5.8*,18,23,9.1*,37
CC(=O)N(C)C1CCc2c(sc(NC(=O)c3ccc(C(C)(C)C)cc3)c2C(N)=O)C1 (stereo not drawn),39,75,99,57,58,65,65,78,108
COc1cc2ncnc(Nc3ccc(F)c(Cl)c3)c2cc1OCC(=O)N1CCOCC1,102,86,75,97,102,84,94,92,94
CN(C)c1ccc2cc3c(cc2c1)Oc1ccccc1N3.[Cl][Zn][Cl],103,114,84,48,12,8.7*,80,97,103
CCOC(=O)C(Cc1ccccc1)n1c(O)c(C=Nc2ccc(F)cc2)sc1=S (stereo not drawn),104,89,86,83,91,70,77,81,89
Oc1c(C(c2ccc(F)cc2)N2CCCCC2)ccc2cncnc12 (stereo not drawn),7.5*,11,21,26,18,11,16,14,32
O=C(O)c1cc(Cl)cc([N+](=O)[O-])c1O,102,101,111,109,99,102,107,112,111
COc1ccc(NC(=S)NNc2ccc(-c3ccc(OC)c(OC)c3)nn2)cc1,74,97,93,107,102,102,104,109,109
Cc1ccc(NC(=O)c2nnn(-c3ccccc3)c2-c2ccco2)cc1,74,92,91,40,103,39,96,76,104
Cc1ccc(Oc2nc3sc4c(C)ccc(C)c4n3c(=O)c2C#N)cc1,71,103,90,69,105,93,103,106,111
Cn1c(O)c(/C=C2\C=c3ccccc3=N\C2=N\c2nc3ccccc3s2)c(=O)n(C)c1=O,76,97,106,97,90,101,99,103,109
CCCCCCCCCCCCCCCCNC(=S)N/N=C/c1cccc([N+](=O)[O-])c1,91,106,112,105,105,102,108,108,111
COC(=O)Cc1[nH]c(=O)[nH]c1C(=O)OC,92,100,92,114,108,96,98,107,111
Cc1ccc(S(=O)(=O)N2CCc3ccc(O)c4c3C2CCc2ccccc2-4)cc1 (stereo not drawn),92,99,97,102,102,108,95,100,104
Cc1cccc2c3c(sc12)C(c1ccc(F)cc1)c1c(nc(CC(=O)Nc2ccccc2)[nH]c1=O)O3 (stereo not drawn),77,91,90,94,97,91,83,98,98
CCN(CC)c1ccc(C=O)c(OCc2cn(CC(=O)Nc3ccccc3F)nn2)c1,105,93,102,85,109,99,102,111,108
O=C(O)c1ccccc1-c1ccccc1C(=O)Nc1ccc2c(c1)C(O)c1ccccc1-2 (stereo not drawn),84,97,107,102,91,115,96,105,101
O=C(c1ccc(O)cc1O)c1ccc(O)cc1O,104,117,108,112,129,100,112,121,109
O=C(O)CCCCCNC(=O)c1nc(-c2ccccc2)n(-c2ccc([N+](=O)[O-])cc2)n1,95,105,100,102,104,103,101,109,108
COc1ccc(/C=C(/NC(=O)c2ccccc2)C(=O)Nc2ccc(S(N)(=O)=O)cc2)cc1,96,100,113,104,101,105,106,100,106
Nc1ncc(-c2ccc3ncnc(N4CCc5cc(F)c(Cl)cc54)c3c2)cc1CO,-29*,19,8.3*,5.5*,11,6.3*,0.8*,13,8.5*
C#Cc1cccc(Oc2ccc(NC(=O)CCl)cc2)c1,58[8.25 µM],54[8.25 µM],50[8.25 µM],-30*[8.25 µM],16[8.25 µM],-0.8*[8.25 µM],64[8.25 µM],35[8.25 µM],83[8.25 µM]
Cc1ccc(C2=C(Br)C(=O)c3nc(C)ccc3C2=O)cc1,80,64,59,37,38,26,75,102,92
Cc1ccccc1-n1c(C)nc2ccc(N3CCCNC3=O)cc2c1=O,93,96,94,104,107,92,102,103,86
C=C(C)[C@@H]1CC[C@]2(C(=O)O)CC[C@]3(C)[C@H](CC[C@@H]4[C@@]5(C)CCC(OC(=O)/C=C/c6ccc(OC)c(OC)c6)C(C)(C)[C@@H]5CC[C@]43C)[C@@H]12 (stereo partly drawn),111,39,63,63,36,35,39,45,44
c1cn2cc(-c3ccc4c(c3)ncn4C3CCCCC3)nc(-c3ccc4c(c3)ncn4C3CCCCC3)c2n1,94,95,95,74,112,84,44,72,100
Clc1ccc(-c2cnn3cc(-c4ccccc4)cnc23)cc1,84,82,85,56,62,80,63,78,89
COCC(O)CNCCO (stereo not drawn),90,93,105,100,104,99,97,99,108
Clc1cccc(-n2cnnn2)c1N1CCCC1,97,98,100,107,104,98,109,107,86
CC1(C)CC(=O)C2=C(C1)N(c1ccc(OC(F)(F)F)cc1)C(N)=C(C#N)C2c1cccc(Br)c1 (stereo not drawn),16,91,77,89,93,79,80,76,97
O=C(N/N=C/c1ccccc1)c1ccccc1,105,100,110,112,107,107,115,103,125
COc1ccc(-c2cc(C(=O)Nc3nc4ccc(F)cc4s3)nc3cc(-c4ccccc4)nn23)cc1OC,89,108,·,104,111,113,106,102,108
COc1ccc(-c2cc(-c3ccccc3)nn(CC(=O)N3CCN(c4ccc(F)cc4)CC3)c2=O)cc1,88,99,98,103,114,91,102,100,105
CC[C@@]1(OC(=O)CN(C)C)C(=O)OCc2c1cc1n(c2=O)Cc2cc3c(N)cccc3nc2-1,-10*,11,8.2*,6.4*,3.8*,0.7*,0.3*,4.9*,-15*
CSc1nn2c(-c3cc4ccccc4oc3=O)ccnc2c1C#N,77,105,93,104,100,96,105,107,98
O=C1NC(c2ccc(Cl)cc2)(c2ccc(Cl)cc2)C(=O)N1Cl,79,95,96,103,101,103,99,106,106
CC(=O)N/C(=C1/OC(C(O)C(O)C(O)CO)CN1C)[P+](c1ccccc1)(c1ccccc1)c1ccccc1 (stereo not drawn),75,91,102,98,104,100,103,115,98
C=CC(=O)N[C@@H](/C=C/C(=O)OCC)Cc1ccc(-c2cc(F)cc(C(N)=O)c2)cc1,87,87,102,96,102,84,103,102,97
CSc1nc(Oc2ccc(NC(C)=O)cc2)c(C#N)c(-c2cccc([N+](=O)[O-])c2)n1,79,97,100,94,105,96,101,117,109
O=C(Nc1ccc(Cl)cc1)c1ccccc1CC(O)(c1ccccc1)c1ccccc1,66,95,91,80,81,58,77,70,·
CCN(Cc1ccccc1)C(=O)C1CCNCC1,94,102,100,108,100,100,102,100,105
Cc1ccc(-c2csc(NN=C(c3ccccc3)c3ccccc3)n2)cc1,87,95,101,81,96,82,86,77,106
CN(C)CCc1c[nH]c2ccc(Cn3cncn3)cc12,99,119,113,113,108,109,108,103,103
O=C(/C=C/CN1CCOCC1)Nc1cc2c(Nc3ccc(F)c(Cl)c3F)ncnc2cc1OCCOC(F)F,21,70,48,38,90,49,74,43,69
Clc1ccccc1-n1cc(CSc2nnc(COc3cccc4cccnc34)o2)nn1,97,88,94,91,100,108,110,114,103
CCOC(=O)C1=NN(c2ccccc2)C(=O)/C1=C\n1c(=S)sc2ccccc21,76,101,97,100,104,82,102,114,101
COc1cc(NC(=O)c2cc(OC)c3ccn(C)c3c2)cc2c1C[C@]1(C)CC[C@@H](O)C(C)(C)[C@H]1O2,42,73,67,58,58,44,65,62,75
CCOC(=O)Nc1cc(NC(=O)OCC)ncn1,88,105,115,105,104,106,112,103,103
O=C(CCC1CCCC1)c1ccccc1,81,·,102,100,105,98,106,109,·
COc1ccc(C(=O)Cn2cnc3c(Nc4cc(C(=O)Nc5ccc(N6CCN(c7ccccc7)CC6)cc5)ccc4C)ncnc32)cc1,82,104,100,91,110,94,95,86,90
O=C1NCC(=O)N2[C@@H](c3ccccc3)SC[C@@H]12,101,108,104,100,103,105,105,102,104
N/N=C(\c1ccccc1)c1ccc([N+](=O)[O-])cc1,91,105,93,83,92,81,81,81,88

# Only KM12, for some of the entries so far:
SMILES	KM12
CCN(Cc1ccccc1)C(=O)C1CCNCC1	102
O=C(CCC1CCCC1)c1ccccc1	106

# Next section
SMILES,SNB-75,SNB-19,SF-268,HCT-15,SW-620,HCT-116,KM12,HT29,HCC-2998
CC(C)COc1ccc(C(=O)NNC(=O)c2ccc(=O)[nH]c2)cc1,105,109,103,104,102,108,104,103,112
O=C1NC(=S)S/C1=C\c1ccccc1Cl,77,89,91,101,104,92,100,105,98
CCOC(=O)CN(CC)CC(=O)OCC,98,102,109,97,96,100,105,118,113
N=C(N)c1ccc(-c2ccc(-c3ccc(Cl)cc3Cl)s2)nc1,92,56,90,-15*,-64*,-69*,-32*,4.3*,-33*
O=c1[nH]c(NCc2ccccc2)nc2c3c(sc12)CCCC3,87,105,98,86,103,91,92,97,104
NC(=O)NC(CCCN=C(N)N)C(=O)O (stereo not drawn),83,101,106,95,104,99,106,103,115
C=CCn1c(SCC(=O)Nc2ccc(C(=O)/C=C/c3cc(OC)c(OC)c(OC)c3)cc2)nnc1-c1cc(-c2ccc(Cl)cc2)nc2ccccc12,69,84,91,60,91,50,86,75,103
CCCC(=O)Nc1cc([N+](=O)[O-])c([N+](=O)[O-])cc1OC,95,101,94,92,114,98,99,93,115
C=C(C)[C@@H]1CC[C@]2(C(=O)N3CCN(C)CC3)CC[C@]3(C)[C@H](CC[C@@H]4[C@@]5(C)CC[C@H](OC(=O)CCC(=O)O)C(C)(C)[C@@H]5CC[C@]43C)[C@@H]12,74,85,93,92,90,83,96,82,105
Cc1ccc(/C=C2\SC(=S)N(NC(=O)c3ccccc3)C2=O)o1,99,101,99,100,94,97,101,113,100
COC(=O)c1ccc2oc(NC(=O)c3ccc(N4CCN(C(c5ccccc5)c5ccccc5)CC4)c([N+](=O)[O-])c3)nc2c1,63,95,91,101,98,81,100,79,103
COc1ccc2nc(N=Nc3c(N)nc(N)[nH]c3=O)sc2c1,74,97,101,90,114,94,112,96,113
CC(C)(C)n1cc(-c2ccnc(NCCNS(=O)(=O)c3ccc(C(F)(F)F)cc3)c2)c(-c2cccc(F)c2)n1,70,94,81,70,94,64,83,32,111
CCCCCCOc1ccc(/C(C)=N/Nc2cc(C)nc3ccc(Br)cc23)cc1,·,100,102,96,100,96,98,98,103
CC1CCC(SCc2ccccc2)CC1 (stereo not drawn),·,113,106,101,114,105,109,105,103
COc1cc2cc(Sc3ccc(NC(=O)c4ccc5c(c4)OCCO5)cc3)c(C)nc2cc1OC,104,103,104,108,106,109,99,97,116
Nc1[nH]c(=S)nc2c1nnn2-c1ccc(S(N)(=O)=O)cc1,86,98,99,103,96,101,102,89,100
CCOC(=O)c1c(C)oc2ncnc(N3CCN(CC(=O)Nc4ccc(Cl)cc4)CC3)c12,86,104,95,98,97,85,99,91,113
Cn1c(-c2ccc(Br)cc2)c(O)c(=O)c2c(F)cccc21,92,53,47,24,51,35,53,37,65
CCOc1ccc(/C=C2\CCc3ccccc3C2=O)cc1,77,96,101,97,111,91,104,94,84
CC1(C)CC(=O)C2=C(C1)Oc1c(Cl)cc(Cl)cc1C2,84,97,103,98,108,103,94,101,110
Nc1nc(CSCC(=O)N/N=C/c2ccccc2F)nc(Nc2ccccc2F)n1,85,96,92,98,108,102,103,115,109
CC(=O)N=C1N(/C=C2\C(=O)Oc3ccccc3C2=O)C(=O)/C(=C/c2cccc([N+](=O)[O-])c2)N1C,79,104,87,101,99,106,95,107,115
COc1ccc2nc(OC)c(-c3nc4c(cnn4-c4ccc(Br)cc4)c(=O)[nH]3)cc2c1,60,94,88,89,92,95,90,101,105

# Of the compounds above, nine have an NH in an aromatic ring:
SMILES,SNB-75,SNB-19,SF-268,HCT-15,SW-620,HCT-116,KM12,HT29,HCC-2998
Cn1cc(C2=C(c3c[nH]c4ncccc34)C(=O)N(O)C2=O)c2ccccc21,74,95,87,96,87,87,96,102,96
COC(=O)Cc1[nH]c(=O)[nH]c1C(=O)OC,92,100,92,114,108,96,98,107,111
Cc1cccc2c3c(sc12)C(c1ccc(F)cc1)c1c(nc(CC(=O)Nc2ccccc2)[nH]c1=O)O3 (stereo not drawn),77,91,90,94,97,91,83,98,98
CN(C)CCc1c[nH]c2ccc(Cn3cncn3)cc12,99,119,113,113,108,109,108,103,103
CC(C)COc1ccc(C(=O)NNC(=O)c2ccc(=O)[nH]c2)cc1,105,109,103,104,102,108,104,103,112
O=c1[nH]c(NCc2ccccc2)nc2c3c(sc12)CCCC3,87,105,98,86,103,91,92,97,104
COc1ccc2nc(N=Nc3c(N)nc(N)[nH]c3=O)sc2c1,74,97,101,90,114,94,112,96,113
Nc1[nH]c(=S)nc2c1nnn2-c1ccc(S(N)(=O)=O)cc1,86,98,99,103,96,101,102,89,100
COc1ccc2nc(OC)c(-c3nc4c(cnn4-c4ccc(Br)cc4)c(=O)[nH]3)cc2c1,60,94,88,89,92,95,90,101,105
